Screening data (PubChem BioAssay)
LMNA splice mod: LMNA splicing modulation | HeLa LMNA splicing GFP/RFP minigene ratio, 48 h | Potency, µM (highest dose often 46.1 µM), without a hit: top-dose ratio change, negative = inhibition, hits mostly inhibitors | hit rate 0.01% among 200,000 | AID 1487; active = well fitted inhibition curve with a large enough effect in the signal ratio, with a control signal flat, not every such curve was filed as active; inconclusive = small, poorly fitted or top-dose-only effect, or effect the other way, or a change in a side signal; the % refers to the signal ratio; also: % is scaled to controls: 0 for no effect and ±100 for the full control effect
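S3 HeLa cells stably expressing lamin A-EGFP splicing minigene plus DsRed2, 600 cells/well, 48 h compound exposure at 37C. Laser-scanning cytometry; analysed as GFP (500-530 nm)/RFP (575-640 nm) total intensity ratio; 0.5% DMSO vehicle.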
RECQ1 helicase: blocks DNA unwinding by human RECQ1; Potency, µM (series often up to 57.3 µM), inactives show at the highest dose activity, negative = inhibition, usual class: inhibitors; RECQ1 DNA unwinding, red fluorescence kinetic read; hit rate 0.54% among 240,000; P46063; AID 2549;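 also: plate controls were vehicle for no effect and no enzyme for full effect; nearly all actives have a fitted effect of over 30% in size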
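RECQ1T1 50 nM; forked duplex (20 bp + 30-nt ss tails) 200 nM, ATP 2 mM final; pH 8.0, 2 mM MgCl2, 2.5 ug/ml poly(dI-dC); 15 min compound preincubation; discontinuous kinetic read over 2 h at RT.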
SMN2 splice enh: increases expression of the SMN2 splice variant; HEK293 SMN2-luciferase splicing reporter, luminescence, 30-36 h; Potency, µM (series often up to 46.1 µM), inactives show at the highest dose activity change, positive = activation, most hits filed as activators; hit rate 2.8% among 210,000; AID 1458; also: % of control where 0% means no effect; nearly all actives have a fitted effect of over 55% in size
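qHTS luciferase splicing reporter: luminescence rises when SMN2 exon 7 is included in transfected HEK293 cells. Compound exposure lasted 30-36 h at 37C, with 4.5 mM final sodium butyrate as control, followed by a ONE-Glo read.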
JMJD2E inh: inhibitors of human JMJD2E histone demethylase | JMJD2E catalytic domain, FDH-coupled NADH fluorescence (FDH is formaldehyde dehydrogenase) | AID 2147 | B2RXH2 | hit rate 1.6% among 230,000 | Potency, µM (highest dose often 57.1 µM), without a hit: at the highest dose activity change, negative = inhibition, actives largely listed as inhibitors; active = well fitted inhibition curve with a large enough effect, not every such curve was filed as active; inconclusive = small, poorly fitted or top-dose-only effect, or another doubt; inactive = no such curve, though single readings can be large or run the other way;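 also: 0% = wells with enzyme and -100% = buffer wells without enzyme; nearly all actives have a fitted effect of over 50% in size; many of its hits are not listed in these tables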
TexasRed fluor: alters Texas Red total fluorescence, flagging assay interference; TRb/SRC2 Texas Red total fluorescence interference; Potency, µM (doses to about 106 µM), inactives show at the highest dose fluorescence change, negative = quenching; hit rate 0.29% among 280,000; active = well fitted curve in either direction with a large enough effect; inconclusive = small, poorly fitted or top-dose-only effect; also: % is scaled to controls: 0 for no effect and ±100 for the full control effect
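Flags fluorescent or light-absorbing compounds by total fluorescence, S + 2P, at 555 nm excitation and 632 nm emission. Mixture: 20 nM Texas Red SRC2 peptide, 0.6 uM human TRb LBD, 1 uM T3, 5% DMSO; compound exposure 5 h at ambient temperature.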
TRb SRC2 PPI: inhibitors of human thyroid hormone receptor beta-SRC2 interaction. TRbeta-SRC2 peptide binding, fluorescence polarization; receptor liganded with 1 µM T3. hit rate 0.065% among 280,000. AID 1469. Potency, µM (top dose mostly 106 µM), for inactives: at the top dose activity change, negative = inhibition, usual class: inhibitors;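 also: plate controls were bound peptide for no effect and peptide without receptor for full effect; nearly all actives have a fitted effect of over 50% in size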
Target sequence (P10828 whole entry, looked up): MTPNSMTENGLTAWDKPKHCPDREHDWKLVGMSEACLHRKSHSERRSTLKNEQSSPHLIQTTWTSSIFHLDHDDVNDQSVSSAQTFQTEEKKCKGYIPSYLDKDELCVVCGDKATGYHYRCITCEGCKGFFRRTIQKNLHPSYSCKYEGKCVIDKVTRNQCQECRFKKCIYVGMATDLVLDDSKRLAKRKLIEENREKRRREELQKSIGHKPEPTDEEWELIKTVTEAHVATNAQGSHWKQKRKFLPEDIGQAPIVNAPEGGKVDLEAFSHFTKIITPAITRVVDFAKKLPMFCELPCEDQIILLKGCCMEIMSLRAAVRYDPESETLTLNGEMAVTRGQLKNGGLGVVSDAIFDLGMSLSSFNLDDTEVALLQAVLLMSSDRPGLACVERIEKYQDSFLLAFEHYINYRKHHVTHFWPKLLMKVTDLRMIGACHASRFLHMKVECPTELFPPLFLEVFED
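Decrease in fluorescence polarization of 20 nM Texas Red SRC2 coactivator peptide flagged inhibition of its binding to 0.6 uM TRb LBD; 1 uM T3 included, incubation 5 hr, ex 555/em 632 nm.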
RGS12 GoLoco inh: inhibitors of human Gai1-RGS12 GoLoco interaction (red fluorophore). Potency, µM (highest dose often 61.6 µM), without a hit: top-dose activity, negative = inhibition, hits mostly inhibitors. Gai1:RGS12 GoLoco peptide FP, rhodamine, 10 min. AID 880. hit rate 0.44% among 230,000; active = well fitted inhibition curve with a large enough effect, not every such curve was filed as active; inactive = no such curve, though single readings can be large or run the other way; also: % is scaled to controls: 0 for no effect and ±100 for the full control effect; nearly all actives have a fitted effect of over 30% in size; many of its hits are not listed in these tables
ALDH1A1 block: blocks purified human ALDH1A1 activity. P00352. Purified ALDH1A1, NADH fluorescence, propionaldehyde substrate. Potency, µM (titrated, usually from 75.3 µM), for the others: at the highest dose activity, negative = inhibition, actives largely listed as inhibitors. hit rate 7.3% among 220,000; active = well fitted inhibition curve with a large enough effect, not every such curve was filed as active; inconclusive = small, poorly fitted or top-dose-only effect, or another doubt; inactive = no such curve, though single readings can be large or run the other way;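 also: plate controls were no enzyme wells and a reference inhibitor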
Target sequence (P00352 whole entry, looked up): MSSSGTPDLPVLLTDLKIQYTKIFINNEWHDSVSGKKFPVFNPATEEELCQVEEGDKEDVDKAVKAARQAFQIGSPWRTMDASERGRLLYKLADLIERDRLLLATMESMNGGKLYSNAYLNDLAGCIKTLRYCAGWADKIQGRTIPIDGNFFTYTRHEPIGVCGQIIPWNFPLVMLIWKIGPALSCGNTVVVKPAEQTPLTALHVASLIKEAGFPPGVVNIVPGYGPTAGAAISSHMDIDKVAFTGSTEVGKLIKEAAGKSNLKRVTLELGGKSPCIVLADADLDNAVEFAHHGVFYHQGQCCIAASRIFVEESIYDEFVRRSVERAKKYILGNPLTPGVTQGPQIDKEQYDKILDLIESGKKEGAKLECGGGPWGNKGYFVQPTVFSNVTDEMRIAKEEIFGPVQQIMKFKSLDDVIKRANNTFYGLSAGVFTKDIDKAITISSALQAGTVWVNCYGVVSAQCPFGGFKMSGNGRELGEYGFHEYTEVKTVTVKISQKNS
An asterisk follows results filed as active; i = inactive; ? = inconclusive; / = no result given; [ ] = remark or other dose. Unless noted, calls follow the shape of the dose curve; as a rule, active = well fitted curve in the direction sought with a large enough effect; inconclusive = small, poorly fitted or top-dose-only effect, or another doubt; inactive = no such curve, though single readings can be large; an effect the other way counts as inactive or inconclusive. Potency is read from the fitted curve at half-maximal effect. These rows are one share of the data; rates above refer to the full screens.

Results follow in this order: LMNA splice mod | RECQ1 helicase | SMN2 splice enh | JMJD2E inh | TexasRed fluor | TRb SRC2 PPI | RGS12 GoLoco inh | ALDH1A1 block
CN1CCN(c2ccccc2NC(=O)c2cc3ccccc3o2)CC1
  11% | 0% | -11% | 8% | -4% | -3% | 9% | 7%
CCc1nnc(NC(=O)CSc2ncc(-c3ccccc3)[nH]2)s1
  -8% | -7% | 7% | -5% | 4% | 6% | 12% | ?
CCCc1nnc(NC(=O)C(=O)NCCN(CC)CC)s1
  / | -7% | / | -3% | -7% | 5% | -5% | ?
O=C(Nc1cccnc1)C1CCCN1S(=O)(=O)c1ccc(Cl)c(Cl)c1 (stereo not given)
  ? | 0% | -23% | -1% | 5% | 1% | 9% | 12%
COc1cc(Cn2c(-c3ccc(O)c(OC)c3)nc3ccccc32)ccc1O
  / | -3% | / | ? | -1% | 2% | -6% | /
O=C(COC(=O)c1cnccn1)Nc1ccc2c(c1)OCO2
  9% | ? | -14% | 5% | -2% | -5% | -18% | -3%
CCN(CC)S(=O)(=O)c1ccc(OC)c(NC(=O)c2cccc(C)c2[N+](=O)[O-])c1
  1%[46 µM] | i | -6% | 1% | -2% | 1% | 4% | 5.6µM*
O=C(c1ccncc1)N1CCC[C@@]2(CCN(Cc3ccccc3)C2)C1
  / | i | -4% | / | / | / | 8% | 4%
CCNC(=O)C(Cc1ccccc1)NC(=O)OCc1ccccc1 (stereo not given)
  ? | 9% | / | 8% | -4% | -2% | 7% | -4%
CCC1(C)OC(=O)N(CCCn2ccnc2C)C1(C)O (stereo not given)
  1% | i | -10% | 9% | -2% | -16% | -1% | 6%
C[N+](C)(C)CCOC(=O)C1(c2ccccc2)CCCC1
  2% | 16% | -4% | -8% | 0% | -5% | 7.1µM* | 4%
Cn1cc(C(N)=O)c2ccccc21
  12%[46 µM] | -4% | 2% | 24% | -1% | 8% | 3% | 10%
CCN(C(=O)C(C)OC(=O)C1C(C(=O)OC)=C(C)NC(C)=C1C(=O)OC)c1ccccc1 (stereo not given)
  1%[46 µM] | -6% | -3% | ? | -8% | 0% | -8% | ?
COc1ccc(NC(=O)CSc2ncnc3c2cnn3Cc2ccccc2)cc1OC
  -2% | i | -33%[inhibitor] | 3% | 1% | 10% | 1% | ?
CCCCn1nc2cc(C(=O)NCCc3ccc(C)cc3)ccc2c1OCC
  0% | -9% | 7% | ? | -1% | -6% | 6% | ?
CC[C@H](C)[C@@H](NC(=O)O[C@@H]1Cc2cc(OC)ccc2O[C@H]1c1cccc(OC)c1)C(=O)OC
  / | i | -2% | 5% | -1% | 1% | 1% | 4%
CC(=O)N1CCN(c2ccnc3cc(Cl)ccc23)CC1
  / | -10% | / | -5% | -2% | 4% | -1% | /
CCOC(=O)CCC(NC(=O)c1ccc(NCN2C(=O)CCC2=O)cc1)C(=O)OCC (stereo not given)
  -7% | -8% | 6% | 16% | 1% | 3% | 0% | ?
Cc1ccccc1OCC(=O)NCCC(=O)O
  0% | -3% | -5% | 0% | -1% | 7% | -7% | 11%
CN(CCc1cn[nH]c1)Cc1nc(C(c2ccccc2)c2ccccc2)no1
  / | 17% | -19% | 7% | 1% | 5% | 75%[activator] | -9%
CCN(CC)S(=O)(=O)c1cc(Cl)ccc1OC
  14%[46 µM] | i | -11% | 10% | 1% | 2% | 7% | 6%
O=C(O)CSc1nc(-c2ccccc2)nc2c1oc1ccccc12
  ? | 0% | -7% | 3% | -4% | 10% | 13% | ?
Cc1ccc2cc(C(c3nnnn3C3CCCC3)N(Cc3ccccc3)Cc3ccco3)c(=O)[nH]c2c1 (stereo not given)
  2% | -10% | -14% | ? | 1% | -8% | 10% | ?
Cc1nnc(C)n1/N=C/c1ccc(-c2ccccc2)cc1
  3% | -1% | 4% | 11% | -8% | -1% | -33% | ?
COc1ccc(NCC(=O)N/N=C(\C)c2cc3ccccc3o2)cc1
  / | i | 2% | ? | -5% | -3% | 16% | 25µM*
Brc1ccc(-n2c(SCc3nc4ccccc4[nH]3)nnc2-c2ccncc2)cc1
  -12% | -5% | 22% | -2% | 0% | -9% | 14% | 12%
O=C(c1cn(-c2ccccc2)nc1-c1ccc(Br)cc1)N1CCOCC1
  2% | -2% | -2% | -6% | -1% | 6% | -9% | -2%
Cc1ccc(C2NNC(=O)C2NC(=O)c2ccccc2)cc1 (stereo not given)
  7% | i | -2% | 5% | -1% | -2% | -13% | ?
CC(C#N)Sc1ncnc2sc3c(c12)CCC3 (stereo not given)
  10% | i | -14% | -13% | -1% | -5% | 7% | ?
COc1ccc(C(=O)O)cc1S(=O)(=O)N(C)C
  / | i | -3% | -1% | -1% | -3% | -7% | 6%
CN1CCCC1CCO[C@@](C)(c1ccccc1)c1ccc(Cl)cc1 (stereo not given in full)
  / | -8% | -33%[inhibitor] | -5% | -1% | 2% | 1% | -4%
COc1ccc(NC(=S)N2CCN(C/C=C/c3ccccc3)CC2)cc1OC
  16% | i | -14% | 0% | 1% | 4% | 17% | -1%
CC(=O)c1ccccc1[N+](=O)[O-]
  / | 2% | 2% | / | 0% | -7% | 5% | -6%
O=C(CSc1nnc2ccccn12)Nc1ccccc1C(=O)NC1CC1
  4% | i | 4% | ? | -6% | -3% | -2% | ?
COCCn1c(C)cc(C2=NNC(=Nc3ccccc3)SC2)c1C
  6% | -3% | ? | -26% | -3% | -3% | -9% | ?
O=C(NNc1c(Cl)cccc1Cl)C1CCC1
  / | 2% | / | 0% | -4% | 0% | 0% | /
O=C(NNC(=S)Nc1cccc(Cl)c1)c1ccccc1OC(F)F
  ? | -5% | -24% | -9% | -2% | 2% | 9% | 25µM*
Cn1cc(CN2CCCC(CO)(Cc3ccccc3)C2)cn1 (stereo not given)
  14%[46 µM] | i | / | 0% | 0% | 5% | 22% | -3%
CCn1c(=O)cc(OCC(=O)N2CCN(C(=O)c3ccco3)CC2)c2ccccc21
  -18% | -2% | ? | -8% | -5% | -4% | 8% | 18µM*
COc1ccc(/C(N)=N/OC(=O)c2cccs2)cc1OC
  ? | 7% | / | 18% | -2% | -7% | 19% | 12%
Nn1c(=O)[nH]c2c([nH]c3ccccc32)c1=O
  -12%[9.22 µM] | 1% | 17% | ? | -4% | 4% | 7% | ?
O=S(=O)(/N=C(/Nc1ccc(F)c(F)c1F)c1ccccc1)c1ccccc1
  -12% | i | 4% | 1% | 0% | 3% | 2% | -15%
CO[C@H]1COC(=O)[C@H](C)COC(=O)[C@@H](OCc2ccccc2)/C=C\[C@@H]1C
  / | -1%[11.5 µM] | / | / | 1%[11.2 µM] | -2%[11.2 µM] | / | -15%[13.5 µM]
C=CCn1c(CCC(=O)O)ccc1-c1ccccc1
  4% | -4% | 32% | ? | 1% | -3% | 14% | ?
O=C(CN1C(=O)c2cccc3cccc1c23)NCc1ccncc1
  -8% | i | -5% | ? | 1% | -10% | 5% | -3%
CC(=O)Nc1cccc(NC(=O)CSc2ccc(-c3ccccn3)nn2)c1
  / | -1% | -71%[inhibitor] | ? | -5% | 1% | 7% | 1%
CC(C)c1ccc2oc(-c3cc(N)ccc3O)nc2c1
  ? | i | 25% | ? | -1% | -13% | 20% | ?
CC(=O)N/N=c1\sc2ccccc2n1C
  13%[46 µM] | -2% | 2% | 3% | 0% | -4% | 3% | -2%
COc1ccc(C(=O)N[C@H](C(=O)N2CCN(c3ccccc3F)CC2)C(C)C)cc1
  ? | i | -9% | -19% | 0% | 5% | 4% | ?
CN(C)S(=O)(=O)c1ccc2nc(NC(=O)c3cccnc3)sc2c1
  12% | -4% | 14µM* | -7% | 0% | -5% | 9% | -4%
CCOC(=O)C1CCCN1C(=O)c1ccc(OC)c(Br)c1 (stereo not given)
  / | i | 5% | -2% | -2% | -3% | -1% | -91%
O=c1[nH]c(CN2CCN(S(=O)(=O)/C=C/c3ccccc3)CC2)nc2cc(Cl)ccc12
  / | -1% | / | -16% | -2% | 6% | 31%[activator] | ?
Cc1cc(-n2c(C)cc(C(=O)COc3ccccc3[N+](=O)[O-])c2C)no1
  -26%[46 µM] | i | 8% | 1% | -2% | 3% | 6% | ?
CCCC[C@@H]1CNC(=S)N1CCCC
  / | -10% | / | 11% | -3% | 0% | 2% | 1%
COc1cc(C2CC(=O)Oc3cc(C)c(Cl)cc32)cc(OC)c1OC (stereo not given)
  / | 5%[81.1 µM] | / | / | -2% | 1% | 4%[88.7 µM] | 4%
Cc1ccc(-c2nnc(SCC(=O)NC(=O)Nc3ccc(C)cc3C)n2N)cc1
  4% | -8% | -10% | 6% | -3% | -3% | 15% | 4%
Fc1ccc(-n2c(-c3ccc4ccccc4n3)n[nH]c2=S)cc1Cl
  / | i | -6% | -3% | -1% | 2% | 9% | 1%
Cc1ccc(C(=O)NC(=S)Nc2cccc3c(C)cc(C)nc23)cc1
  -2% | -2% | -35%[inhibitor] | -11% | 0% | -7% | 11% | ?
CC(C)Oc1ccc(C(=O)NC2=NCCS2)cc1
  ? | -15% | 2.5µM* | -25% | -4% | -3% | 0% | 20µM*
Cc1nn(CC(=O)Nc2ccc(C(C)C)cc2)c(C)c1[N+](=O)[O-]
  / | i | -5% | 5% | -6% | -4% | 1% | 1%
Cc1cc(C(=O)N/N=C/c2ccc(OCc3ccccc3)cc2)c(C)o1
  ? | -10% | 11% | -24% | -2% | 5% | 7% | ?
O=C1/C(=C\c2ccccc2)CCc2c1[nH]c1ccccc21
  ? | -3% | 11µM* | -10% | -3% | 0% | -1% | ?
